TDP1 inh: TDP1 (human) enzyme inhibition. recombinant TDP1, AlphaScreen DNA substrate cleavage. 350,000 tested, 0.28% active. AID 485290. Potency, µM (series often up to 130 µM), for inactives: top-dose activity change, negative = inhibition, most hits filed as inhibitors. Q9NUW8; also: nearly all actives have a fitted effect of over 40% in size
Target sequence (Q9NUW8 whole entry, looked up): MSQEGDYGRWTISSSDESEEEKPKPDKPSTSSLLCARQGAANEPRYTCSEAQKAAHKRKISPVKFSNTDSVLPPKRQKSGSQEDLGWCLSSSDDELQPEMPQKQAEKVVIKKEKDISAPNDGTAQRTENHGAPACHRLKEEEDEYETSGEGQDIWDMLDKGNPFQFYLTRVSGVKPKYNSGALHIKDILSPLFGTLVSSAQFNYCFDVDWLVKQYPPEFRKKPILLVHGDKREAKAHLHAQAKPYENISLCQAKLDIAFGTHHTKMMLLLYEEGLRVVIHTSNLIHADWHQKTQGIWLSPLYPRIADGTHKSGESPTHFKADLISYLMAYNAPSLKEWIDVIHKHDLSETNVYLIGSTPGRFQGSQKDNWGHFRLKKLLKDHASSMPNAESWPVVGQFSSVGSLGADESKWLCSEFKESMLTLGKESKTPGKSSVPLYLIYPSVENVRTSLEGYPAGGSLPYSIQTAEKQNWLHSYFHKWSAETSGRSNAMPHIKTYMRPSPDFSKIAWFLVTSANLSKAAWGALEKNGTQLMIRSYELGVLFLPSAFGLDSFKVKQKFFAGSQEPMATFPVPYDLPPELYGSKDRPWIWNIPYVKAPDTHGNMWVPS
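Enzyme-compound mixtures sat 15 min at room temperature, followed by a 5 min reaction with 15 nM final substrate and 10 min with AlphaScreen beads. Recombinant human Tdp1 was used at 1 nM final.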
DT40 TDP1 CPT: growth inhibition of DT40 Tdp1-/-;hTDP1 cells with camptothecin (screen for TDP1 inhibitors); 420,000 tested, 12% active; chicken DT40 Tdp1-/-;hTDP1 cells + 20 nM CPT, ATP luminescence, 48 h; AID 686979; Potency, µM (highest dose often 46.2 µM), for inactives: top-dose activity change, negative = growth inhibition, actives largely listed as inhibitors; also: nearly all actives have a fitted effect of over 55% in size
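Chicken DT40 Tdp1-/- cells complemented with human TDP1, 400 cells/well, exposed to compounds plus 20 nM camptothecin for at least 48 h at 37 C; viability read as ATP content by CellTiter-Glo luminescence.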
TDP1 cell noCPT: qHTS for Inhibitors of human tyrosyl-DNA phosphodiesterase 1 (TDP1): qHTS in cells in absence of CPT | AID 686978, 2013 | Potency, µM (doses to about 46.2 µM), inactives show at the top dose activity change, negative = growth inhibition, usual class: inhibitors | DT40 Tdp1-/- hTDP1 cells, no CPT, ATP luminescence, 48 h | 420,000 tested, 15% active; also: nearly all actives have a fitted effect of over 55% in size
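Luminescent ATP content (CellTiter-Glo) served as the growth readout. Knockout chicken DT40 cells expressing human TDP1 were exposed to compounds without camptothecin for a minimum 48 hr at 37 °C.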
Active calls of the source: *; ? = inconclusive; / = no result given; & = joins results of further samples; [ ] = remark or other dose. Calls follow the shape of the dose curve; as a rule, active = well fitted curve in the direction sought with a large enough effect; inconclusive = small, poorly fitted or top-dose-only effect, or another doubt; inactive = no such curve, though single readings can be large; an effect the other way counts as inactive or inconclusive. % is scaled to controls: 0 for no effect and ±100 for the full control effect; potency is read from the fitted curve at half-maximal effect.

cpd	Structure	TDP1 inh	DT40 TDP1 CPT	TDP1 cell noCPT
1	O=C(CSC(=S)N1CCOCC1)Nc1nc(-c2ccccc2)c(-c2ccccc2)o1	0.0%	-6.6%	-9.3%
2	O=S(=O)(NCc1cccnc1)c1ccc(Cl)c(Cl)c1	3.2%	-25.4%	-16.8%
3	CCOC(=O)C1=C(COc2ccccc2)NC(=O)NC1c1ccc2ccccc2c1 (stereo not drawn)	/	18.4µM*	20.6µM*
4	COCCN(C(=O)c1ccc(C)o1)c1c(N)n(CC(C)C)c(=O)[nH]c1=O	0.8%	8.7%	-17.7%
5	COc1ccc(N2CCN(C(=O)c3cn(C)c4ccc(S(=O)(=O)N5CCOCC5)cc4c3=O)CC2)cc1	0.4%&4.7%	1.5%&7.2%	0.6%&5.3%
6	CCCCNc1ccc(C(F)(F)F)cc1S(=O)(=O)NCCc1ccc(F)cc1	-8.8%[56.1 µM]	18.4µM*	6.51µM*
7	CC1CCN(C(=S)NC(=O)c2ccccc2Br)CC1	3.6%	?	?
8	COc1ccccc1CNC(=O)COC(=O)CNS(=O)(=O)c1ccc(NC(C)=O)cc1	1.6%	9.0%	11.4%
9	Cn1cc(S(=O)(=O)N2CCOCC2)cc1C(=O)O	1.3%	14.4%	9.0%
10	CC(=O)NC(C(=O)c1ccccc1)N1CCCCC1 (stereo not drawn)	/	5.1%	-37.8%
11	O=C(O)CCCSc1nccn1-c1ccccc1	3.5%	-1.8%	-14.1%
12	Cc1ccc(CN2CCN(Cc3cccc(OCCO)c3)CC2CCO)o1 (stereo not drawn)	-8.4%	14.1%	-6.7%
13	CN1CCN(S(=O)(=O)c2ccc(Br)c3ccccc23)CC1	3.6%	-22.0%	2.3%
14	CS(=O)(=O)N(CCc1ccccc1)CC(=O)NCc1ccco1	1.1%	8.5%	-9.0%
15	O=C(Nc1nnc(SCc2c(Cl)cccc2Cl)s1)c1cccc([N+](=O)[O-])c1	/	-2.2%	?
16	Oc1ccccc1-c1nnc2n1CCCCC2	/	12.3%	-15.0%
17	Cc1cnccc1CN(C)Cc1nc(Cc2ccccc2Cl)no1	0.0%	18.4µM*	14.6µM*
18	C=CCNC(=O)c1onc(CSc2ccc(C)c(C)c2)c1C(=O)O	3.1%	-14.1%	-19.3%
19	CCCCOC(=O)C1=C(C)NC2=C(C(=O)CCC2)C1c1cc(OC)ccc1OC (stereo not drawn)	1.8%	-12.3%	-29.8%
20	CN(CC/C=C1/c2ccccc2CSc2ccccc21)CCCO	0.0%	?	?
21	CCOC(=O)c1ccc(NC(=O)c2nc(SCc3ccc(F)cc3)ncc2Cl)cc1	4.7%	?	?
22	Cc1ccc(S(=O)(=O)N2CCN(C(=O)CN3C(=O)c4ccc([N+](=O)[O-])cc4C3=O)CC2)c(C)c1	0.8%[0.505 µM]	14.0%	0.9%
23	CC(=O)c1ccc(Nc2nc(C(N)CC(C)C)cs2)cc1 (stereo not drawn)	/	?	16.4µM*
24	COc1ccccc1CNS(=O)(=O)c1ccc2c(c1)NC(=O)CS2	0.3%	-27.9%	-27.6%
25	O=C(Cn1nnc(-c2ccccc2)n1)N/N=C/c1cccc([N+](=O)[O-])c1O	5.8%	?	20.6µM*

Rewritten with one line to a screen: part of the list above
7: CC1CCN(C(=S)NC(=O)c2ccccc2Br)CC1
8: COc1ccccc1CNC(=O)COC(=O)CNS(=O)(=O)c1ccc(NC(C)=O)cc1
9: Cn1cc(S(=O)(=O)N2CCOCC2)cc1C(=O)O
10: CC(=O)NC(C(=O)c1ccccc1)N1CCCCC1 (stereo not drawn)
11: O=C(O)CCCSc1nccn1-c1ccccc1
screen / no. | 7 | 8 | 9 | 10 | 11
TDP1 inh | 3.6% | 1.6% | 1.3% | / | 3.5%
DT40 TDP1 CPT | ? | 9.0% | 14.4% | 5.1% | -1.8%
TDP1 cell noCPT | ? | 11.4% | 9.0% | -37.8% | -14.1%

Remaining list, next part:
cpd	Structure	TDP1 inh	DT40 TDP1 CPT	TDP1 cell noCPT
26	O=C(Cn1cnc2c(cnn2-c2ccccc2)c1=O)N1CCN(c2ccc(F)cc2)CC1	-2.1%	?	-28.8%
27	CN(C(=O)CSc1nc2ccccc2n1CC(=O)N(C)C1CCCCC1)c1ccc(F)cc1	6.2%	?	29.1µM*
28	CCn1cc(/C=C/C(=O)Nc2ccc(C)cc2Br)cn1	4.5%	15.8%	?
29	Cc1cc(O)c(C(C)C)cc1N=C1CSC(=O)N1	0.0%	-5.7%	?
30	CCN=C1NN=C(c2c[nH]c3ccccc23)CS1	8.1%	-13.7%	-24.0%
31	COc1ccc(OC)c(S(=O)(=O)N2CCC(C(=O)Nc3ccccc3)CC2)c1	5.6%	2.0%	-39.5%
32	O=C(O)c1ccccc1C(=O)NC1CCCCNC1=O (stereo not drawn)	2.9%	2.7%	-7.0%
33	CC1CCc2nn(CC(=O)NCCCN3CCCCC3)cc2C1 (stereo not drawn)	0.0%	-0.4%	-6.8%
34	Cc1ccccc1CN(C)Cc1cc(=O)oc2c(C)c(C)ccc12	-5.3%	?	?
35	CCc1sc(N(C(=O)Cc2ccccc2)c2ccccc2F)nc1-c1ccc(C)cc1	-3.0%	?	16.4µM*
36	CCc1nnc(NC(=O)COC(=O)CN2C(=O)c3ccccc3C2=O)s1	7.3%	-5.0%	2.0%
37	Cc1cn(CC(=O)NCc2ccc(N(C)C)cc2)c(=O)[nH]c1=O	/	?	-19.4%
38	COc1cc(C(=O)NCCC(=O)NC2CCCCC2)cc(OC)c1OC	1.2%	6.1%	-1.6%
39	CCN(c1ccccc1)S(=O)(=O)c1cc(NC(=O)Nc2ccccc2C#N)ccc1Cl	-1.9%	-23.5%	?
40	COc1ccc(-n2ccnc(NCc3ccccc3Cl)c2=O)cc1OC	5.3%	-8.5%	-18.8%
41	COC(=O)NNC(=O)C12CC3CC(CC(C3)C1)C2	-8.0%	4.1%	2.1%
42	CCOC(=O)CC1=NN(c2ccccc2)C(=O)C1=c1sc(=C2SC(C)=C(C)N2CC)c(=O)n1CC	/	6.8%	0.0%
43	CC(C)(C)C1CCc2c(sc3nc(SCC(=O)O)nc(N)c23)C1 (stereo not drawn)	3.6%	3.1%	-5.2%
44	CN(C)Cc1csc(Nc2ccc(C(=O)c3ccccc3)cc2)n1	/	18.4µM*	?
45	CC(C)(C)n1nnnc1C(c1ccccc1)N1CCN(c2ncccn2)CC1 (stereo not drawn)	/	1.2%	-22.5%
46	Cc1ccc(-c2cc(C(=O)Oc3ccccc3)c3cccc(C)c3n2)cc1	/	-5.1%	-3.5%
47	Cc1ccc(S(=O)(=O)N2C[C@H]3C(=O)C[C@@H](c4ccc(Cl)cc4)N(S(=O)(=O)c4ccc(C)cc4)[C@H]3C[C@H]2c2ccc(Cl)cc2)cc1	/	-9.9%	-14.0%
48	CC(=O)Nc1ccccc1NC(=O)c1ccc2c(c1)OCO2	/	-12.6%	-8.7%
49	CCCc1cc(=O)oc2cc(OCC(=O)NCCc3c[nH]c4ccc(OC)cc34)ccc12	/	16.4µM*	14.6µM*
50	O=C1CSC(=S)N1c1cccc(Br)c1	/	5.8%	-9.8%
51	Cc1ccc(CNC(=O)Nc2cc(C(=O)NCc3ccc(C(C)C)cc3)ccc2N2CCCC2)cc1	6.2%	?	?
52	FC(F)(F)c1ccccc1-c1cncnc1Nc1ccccc1	/	-0.1%	1.3%
53	O=C(Nc1cccnc1)c1ccc(N2CCOCC2)c([N+](=O)[O-])c1	/	-18.6%	-12.7%
54	CC1(C)CC(=NO)CC(C)(C)N1	4.2%	-2.1%	-2.5%
55	COc1ccc(N2C(=O)CSC23C(=O)N(CC(=O)NC2CCCC2)c2ccccc23)cc1 (stereo not drawn)	1.3%	3.3%	21.8%
56	Cc1ccc(C)c(NC(=S)NNC(=O)c2csc3c2CCC(C)C3)c1 (stereo not drawn)	11.7%	?	?
57	Cc1cccc(C)c1NC(=O)CSc1nnc([C@@H]2CCCN2C(=O)OC(C)(C)C)o1	4.2%	-8.4%	-3.6%
58	CC(=O)Nc1cc2c3c(c1)CCN3C(=O)CC2	3.3%	-0.4%	-2.5%
59	Cc1cc(=O)[nH]c2nnc(SCCC(C)C)n12	0.0%	8.2%	-9.9%
60	C/C=C/c1ccc(OCCCCOc2ccccc2F)c(OC)c1	2.7%	-13.9%	?
61	O=C(NCC1CCCO1)c1ccc(NC(=O)C2CCCCC2C(=O)O)cc1 (stereo not drawn)	0.0%	14.4%	-36.3%
62	CC1CCN(CC(O)COC2CCC(C(C)(C)C)CC2)CC1 (stereo not drawn)	2.1%	23.1µM*	18.4µM*
63	Cc1ccc(S(=O)(=O)N(C)c2ccc(C(=O)N3CCc4ccccc4C3)cc2)cc1	-3.6%	?	?
64	CC1CCN(c2ccc3c(c2)S(=O)(=O)c2cccc(C(=O)NCc4cccc(F)c4)c2C3=O)CC1	0.1%	?	18.4µM*
65	CCN(CC)C(=O)Sc1cccc2cccnc12	7.1%	-0.5%	-0.4%
66	COc1ccc(C(=O)CCc2nc3ccccc3s2)cc1	-2.7%	-9.3%	-2.0%
67	O=C(Cc1ccccc1)N/N=C/c1cccc([N+](=O)[O-])c1	6.5%	1.9%	?
68	COc1cc(CNC(C)(C)C)ccc1OCC(=O)NC(C)(C)C	5.8%	9.2%	23.3%
69	FC(F)(F)c1cnc(Oc2ccccc2-c2nnc(-c3ccc(Cl)cc3)o2)c(Cl)c1	6.1%	?	?
70	NC(N)=Nc1ccc(C=C2C=Cc3ccccc32)cc1	/	9.2µM*	9.2µM*
71	CCn1c(SC(C)C(=O)Nc2ccc(N3CCOCC3)cc2)nnc1C1CC1 (stereo not drawn)	-1.2%	-11.0%	21.4%
72	Cc1ccc(NC(=O)CSCC(=O)N(CCC(C)C)c2c(N)n(Cc3ccccc3)c(=O)[nH]c2=O)cc1	0.2%	-0.1%	-12.2%
73	CC(C)(C)c1ccc(C(=O)NCC(=O)NCC(C)(C)N2CCOCC2)cc1	-1.2%	-6.1%	-4.7%
74	Cc1ccc(NC2=NC3(CCCC3)N=C(N)N2)c(C)c1	1.8%	2.91µM*	3.66µM*
75	Cc1ccc(NC(=O)C2CCN(S(=O)(=O)c3ccc4[nH]c(=O)ccc4c3)CC2)c(C)c1	/	-4.3%	-18.9%

(further entries)
cpd	Structure	TDP1 inh	DT40 TDP1 CPT	TDP1 cell noCPT
76	O=S(=O)(NC1CCCCC1)c1cccs1	/	1.8%	-21.1%
77	CC(C)Oc1ccccc1/C=N/Nc1ccccc1[N+](=O)[O-]	11.5%	?	?
78	CC(=O)c1cnc(SCCN2C(=O)c3ccccc3C2=O)nc1C	-2.0%	-0.7%	-15.3%
79	COc1ccc(CCNc2nc(-c3sc(N)nc3C)cs2)cc1OC	14.3%	?	16.4µM*
80	O=C(CN1C(=O)c2cccnc2Oc2ccc(Cl)cc21)Nc1cccc(C(F)(F)F)c1	1.2%	?	18.4µM*
81	COC(=O)c1ccccc1Sc1ncnc2onc(C)c12	-1.8%	14.6µM*	?
82	CCN(CC)c1ccc(S(=O)(=O)N2CCOCC2)cc1NC(=O)COC(=O)/C=C/c1ccc(O)c(OC)c1	/	?	20.6µM*
83	CC(Sc1nnc(-c2cccs2)n1C1CC1)C(=O)NCC1CCCO1 (stereo not drawn)	0.5%	-10.3%	-3.4%
84	CCCN(C(=O)c1c(C)oc2ncn(CC(C)C)c(=O)c12)c1ccccc1C	4.2%	?	?
85	O=S(=O)(c1cccs1)N1CCC2(CC1)OCCN2S(=O)(=O)c1ccccc1	0.9%	-3.8%	-24.3%
86	O=C(CN(CCc1ccccc1)C(=O)CNS(=O)(=O)c1ccc(F)cc1)NCc1ccco1	-1.9%	-14.8%	-25.3%
87	CCOC(=O)c1ccc(NC(=O)c2ccc[n+]([O-])c2)cc1	10.8%	11.8%	-9.0%
88	O=C(CSc1nc(C2CC2)nc2ccccc12)N1c2ccccc2Sc2ccc(C(F)(F)F)cc21	2.6%	8.2µM*	23.1µM*
89	COc1cccc(/C=N/NC(=O)CSCC(=O)Nc2ccccc2)c1O	3.1%	4.47µM*	3.16µM*
90	COC(=O)CC1C(=O)NCCN1C(=S)Nc1cccc(C)c1 (stereo not drawn)	0.0%	-0.8%	-8.2%
91	CN1C(=O)CSC1=Nc1cccc(C(=O)O)c1	3.4%	8.5%	-4.0%
92	Cc1ccc(N(C(=O)CNC(=O)c2ccco2)C(C(=O)NC2CCCCC2)c2cccnc2)cc1 (stereo not drawn)	-13.0%	-3.4%	-4.1%
93	N#CCCN1CCN(C(=S)c2ccc(-c3cc(Cl)ccc3Cl)o2)CC1	11.2%	-22.2%	?
94	O=C(Nc1cc(-c2ccccc2)cs1)c1ccco1	-6.0%[0.505 µM]	?	14.6µM*
95	COc1cccc(C2c3cc4c(cc3OC(N3CCCC3)C2C)OCO4)c1O (stereo not drawn)	/	?	?
